Casp1 inh: allosteric or competitive inhibitors of human caspase-1; 75,000 compounds, 0.03% hits; P29466; Caspase-1 enzyme, Ac-WEHD-AFC fluorogenic rate; Potency, µM (top dose mostly 57.5 µM), without a hit: at the top dose activity change, negative = inhibition, hits mostly inhibitors;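 note: potency is the fitted concentration of half-maximal effect; plate controls were vehicle for no effect and no substrate for full effect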
Tau filament bind: binders of human tau filaments | recombinant tau filaments, thioflavin S fluorescence, 15 h; filaments grown with octadecylsulfate alongside compound | 71,000 compounds, 2% hits | Potency, µM (doses to about 57.1 µM), inactives show top-dose activity change, negative = inhibition | AID 596;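 note: potency is the fitted concentration of half-maximal effect; % is set by controls: 0 for no effect and ±100 for the full control effect; actives lower thioflavin S fluorescence by blocking filaments or displacing dye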
Target sequence (P10636 whole entry, looked up): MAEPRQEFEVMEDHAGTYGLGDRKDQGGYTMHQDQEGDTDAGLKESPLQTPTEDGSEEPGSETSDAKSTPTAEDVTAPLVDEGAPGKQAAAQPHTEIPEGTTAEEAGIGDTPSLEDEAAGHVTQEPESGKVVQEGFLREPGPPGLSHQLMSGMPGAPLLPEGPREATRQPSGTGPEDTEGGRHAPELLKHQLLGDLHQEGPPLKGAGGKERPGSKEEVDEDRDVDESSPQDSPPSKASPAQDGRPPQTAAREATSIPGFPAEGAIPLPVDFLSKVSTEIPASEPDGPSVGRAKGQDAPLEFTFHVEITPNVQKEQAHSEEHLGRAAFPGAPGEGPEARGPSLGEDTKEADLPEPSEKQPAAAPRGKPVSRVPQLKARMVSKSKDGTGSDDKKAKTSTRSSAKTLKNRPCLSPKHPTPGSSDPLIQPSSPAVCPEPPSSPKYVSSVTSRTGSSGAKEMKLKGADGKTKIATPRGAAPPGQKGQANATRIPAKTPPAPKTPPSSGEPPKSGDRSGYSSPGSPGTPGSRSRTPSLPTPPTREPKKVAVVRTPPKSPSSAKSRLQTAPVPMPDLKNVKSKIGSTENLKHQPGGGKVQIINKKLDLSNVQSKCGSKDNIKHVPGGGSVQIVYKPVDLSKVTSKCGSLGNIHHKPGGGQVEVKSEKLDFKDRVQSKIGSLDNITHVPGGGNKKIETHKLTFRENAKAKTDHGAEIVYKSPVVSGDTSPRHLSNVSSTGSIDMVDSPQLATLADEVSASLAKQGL
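His-tagged recombinant human tau (exons 2, 3, 10; 1 uM final) fibrillized with 30 uM sodium octadecylsulfate, 15 h at 37 C, in pH 7.4 HEPES buffer with 10 uM thioflavine S and 5 mM DTT. Reduced ThS fluorescence (450/510 nm) marks activity.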
HEK293 cAMP cs: counter-screen for TSHR agonists: cAMP increase in parental HEK293 | parental HEK293 CNG cAMP sensor, membrane potential fluorescence | Potency, µM (highest dose often 57.1 µM), inactives show at the top dose activation, most hits filed as activators | 73,000 compounds, 2.5% hits | AID 938; note: potency is the fitted concentration of half-maximal effect; % of control where 0% means no effect; nearly all actives have a fitted effect of over 55% in size
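Parental HEK 293 cells stably expressing a cAMP-gated CNG channel were loaded with membrane potential dye containing 100 uM RO 20-1724 for 60 min. Compound added for 30 min; depolarization read as fluorescence intensity at 590 nm.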
ERK AVP inh: vasopressin-driven ERK pathway inhibition. HEK293-V1b, vasopressin-stimulated pERK AlphaScreen. Potency, µM (top dose mostly 57.5 µM), for the others: top-dose activity, negative = inhibition, usual class: inhibitors. 72,000 compounds, 0.99% hits; note: potency is the fitted concentration of half-maximal effect; % is set by controls: 0 for no effect and ±100 for the full control effect; nearly all actives have a fitted effect of over 55% in size
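Overnight-seeded V1b-HEK293 cells in 1% FBS got compound, then vasopressin (25 nM final, 5 min, 37C), then lysis buffer. AlphaScreen detection of phospho-ERK; activity normalized to basal and full-stimulation controls.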
Fluorescein autfl: compound fluoresces in the fluorescein spectral region. Compound autofluorescence, 480/540 nm, fluorescein-equivalent; active compounds read high. max fluorescein-equivalent concentration, M. 59,000 compounds, 0.91% hits. AID 593; in the data active = max fluorescein-equivalent concentration above about 10 nM; inconclusive = between about 1.1 nM and that limit
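First, buffer (100 mM Tris, pH 8.0) dispensed; second, compounds and fluorescein standards pinned in; third, 15 min room-temperature incubation; finally, imaging at ex 480 nm/em 540 nm. Fluorescence normalized against the six-point fluorescein curve.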
Casp7 inh: allosteric or competitive inhibitors of human caspase-7 | P55210 | recombinant caspase-7, Ac-DEVD-AFC fluorescence rate | Potency, µM (titrated, usually from 57.5 µM), for the others: at the highest dose activity change, negative = inhibition, actives largely listed as inhibitors | 75,000 compounds, 0.02% hits | AID 889; active = well fitted inhibition curve with a large enough effect in the main read-out, with a control signal flat, not every such curve was filed as active; inconclusive = small, poorly fitted or top-dose-only effect, or a change in a side signal; note: potency is the fitted concentration of half-maximal effect; % of control where 0% means no effect
Target sequence (P55210 24-198 limits assumed): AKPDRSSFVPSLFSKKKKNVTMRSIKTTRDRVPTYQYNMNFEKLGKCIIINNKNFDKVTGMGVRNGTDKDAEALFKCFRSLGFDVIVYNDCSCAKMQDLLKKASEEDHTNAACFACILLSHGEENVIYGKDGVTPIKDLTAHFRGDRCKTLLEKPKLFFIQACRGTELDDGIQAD
Target sequence (P55210 207-303 limits assumed): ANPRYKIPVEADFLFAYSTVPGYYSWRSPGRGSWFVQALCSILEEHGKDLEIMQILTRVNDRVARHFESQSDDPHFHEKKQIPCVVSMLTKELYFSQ
FLuc inh: inhibitors of firefly luciferase; P08659; purified firefly luciferase, luminescence, 8 min; Potency, µM (highest dose often 57.1 µM), for inactives: top-dose activity change, negative = inhibition, usual class: inhibitors; 72,000 compounds, 2.2% hits; note: potency is the fitted concentration of half-maximal effect; % is set by controls: 0 for no effect and ±100 for the full control effect; nearly all actives have a fitted effect of over 40% in size
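qHTS concentration-response profiling: light output of P. pyralis luciferase with luciferin and 10 uM ATP, imidazole buffer pH 7.2. Read by luminescence after 8-min room-temperature incubation.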
4-MU autofl: compound fluoresces in the 4-MU spectral region | AID 589 | 59,000 compounds, 11% hits | compound autofluorescence, 340/450 nm, 4-MU equivalents; active compounds read high | max dye-equivalent concentration, M; in the data active = max dye-equivalent concentration above about 10 nM; inconclusive = mostly about 1.1 nM to 9.6 nM
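Compounds in 100 mM Tris, pH 8.0, incubated 15 min at room temperature, then fluorescence read at 340 nm excitation/450 nm emission. Signal converted to 4-MU dye-equivalent concentration using an on-plate six-point 4-MU standard curve.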
Rhodamine autofl: compound autofluorescence in rhodamine spectral region | max dye-equivalent concentration, M | Rhodamine-region fluorescence, 547/598 nm, Tris buffer; active compounds read high | AID 594 | 59,000 compounds, 0.05% hits; in the data active = max dye-equivalent concentration above about 11 nM; inconclusive = between about 1.1 nM and that limit
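Steps: pin-transfer compounds into pH 8.0 Tris (100 mM), hold 15 min at room temperature, image with a 547/598 nm filter pair, and convert intensities to rhodamine-equivalent concentration using a six-point on-plate rhodamine series.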
TexasRed autofl: compound fluoresces in the Texas Red spectral region. Compound fluorescence, Texas Red channel, 547/618 nm; active compounds read high. max dye-equivalent concentration, M. 59,000 compounds, 0.06% hits; in the data active = max dye-equivalent concentration above about 10 nM; inconclusive = between about 1.1 nM and that limit
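Compound titrations in 100 mM Tris pH 8.0 were incubated 15 min at room temperature and read at 547 nm excitation / 618 nm emission. Texas Red six-point standard curve on each plate converted fluorescence to dye-equivalent concentration.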
A350 autofl: A350 region autofluorescence | Compound autofluorescence, 340/450 nm, Alexa 350 dye-equivalents; active compounds read high | max dye-equivalent concentration, M | 59,000 compounds, 11% hits; in the data active = max dye-equivalent concentration above about 10 nM; inconclusive = mostly about 1.1 nM to 9.6 nM
* marks the source's active call; other numbers are inactive results; i = inactive; ? = inconclusive; . = not tested or not shown; [ ] = remark or other dose. Unless noted, calls come from the whole dose curve; as a rule, active = well fitted curve in the direction sought with a large enough effect; inconclusive = small, poorly fitted or top-dose-only effect, or another doubt; inactive = no such curve, though single readings can be large; an effect the other way counts as inactive or inconclusive. The list is partial. The share of hits here may be higher or lower than overall.

SMILES	Casp1 inh	Tau filament bind	HEK293 cAMP cs	ERK AVP inh	Fluorescein autfl	Casp7 inh	FLuc inh	4-MU autofl	Rhodamine autofl	TexasRed autofl	A350 autofl
O=C(NCC(=O)N(c1ccccc1F)C(C(=O)NCC1CCCO1)c1ccccc1)c1ccco1 (stereo not given)	0%	-2%	-3%	-10%	i	2%	0%	i	i	?	i
CC1CN(c2nc3c(c(=O)[nH]c(=O)n3C)n2Cc2ccccc2F)CC(C)O1 (stereo not given)	0%	9%	-2%	-27%	?	0%	1%	i	i	i	?
CC(=O)c1cc(OC(=O)N2CCOCC2)ccc1OC(=O)N1CCOCC1	-1%	-14%	4%	18%	i	1%	2%	i	i	i	?
COCCCNC(=O)CSc1ccc(Cl)cc1	0%	12%[11.4 µM]	5%[11.4 µM]	-11%	.	2%	0%	.	.	.	.
COc1ccc(C(=O)c2c[nH]c3ccccc23)cc1	0%	-8%[11.4 µM]	-1%[11.4 µM]	-25%	.	2%	10µM*	.	.	.	.
Cc1ccc(-c2nc(C#N)c(NCc3cccc4c3OCO4)o2)cc1	-2%	49%	?	?	i	0%	2%	?	i	i	?
CC(=O)Nc1ccc(S(=O)(=O)N2CCN(CCC#N)CC2)cc1	0%	-6%	4%	-1%	.	0%	-2%	.	.	.	.
Clc1ccc(C2=Nn3c(nnc3-c3n[nH]c4c3CCC4)SC2)cc1Cl	-8%	218%	?	?	i	-9%	1%	i	i	i	i
CC(C)c1cc(Nc2cccc(O)c2)cc(C(C)C)c1O	-6%	7.9µM*	-5%	32µM*	.	-6%	-5%	.	.	.	.
Cc1c(C(=O)NCc2cccnc2)oc2ccc(S(=O)(=O)N3CCCC(C)C3)cc12 (stereo not given)	0%	6%	?	-29%	i	-4%	2%	i	i	i	i
COC(=O)c1ccccc1NC(=O)c1cc(-c2ccc(OC)c(OC)c2)on1	3%	-4%	8%	5%	i	1%	4%	i	i	i	?
CCCC(c1nnnn1CS(=O)(=O)c1ccc(C)cc1)N1CCN(c2ccccc2)CC1 (stereo not given)	5%	-6%	13%	-25%	?	-1%	3%	i	i	i	i
CC(NC(=O)Cn1cnc2c1c(=O)n(C)c(=O)n2C)c1ccccc1 (stereo not given)	-3%	-2%	-3%	?	.	1%	2%	.	.	.	.
CCOC(=O)c1cc(CC)sc1NC(=O)C1CC1	.	.	.	.	i	.	1%[25.5 µM]	i	i	i	i
CCOc1ccc(-c2nnn(CCC(=O)O)n2)cc1OC	-1%	6%	-2%	-18%	?	1%	2%	i	i	i	i
COc1ccc2[nH]cc(CCNc3nc(-c4c(C)noc4C)nc4ccccc34)c2c1	-7%	16%	-36%[inhibitor]	-11%	i	-8%	-6%[2.29 µM]	i	i	i	i
C=CCc1cccc2cc(C(=O)N(CC)CC)c(=O)oc12	-1%	-15%	7%	21%	.	0%	-1%	.	.	.	.
Cc1noc(C)c1CSc1nnc2scc(-c3ccc(Cl)cc3)n12	-1%	1%	?	-19%	?	-3%	1%	i	i	?	i
COc1ccc(CN2CCCCCC2)c(C)c1C	0%	-3%	22%	0%	i	0%	3%	i	i	?	i
COc1ccc(S(=O)(=O)C(C#N)c2nc3ccccc3nc2N2CCC(C)CC2)cc1 (stereo not given)	?	-6%	3%	2%	?	?	-3%	2.3e-08M*	i	i	2.7e-08M*

Single records, as listed above.
`CCCC(c1nnnn1CS(=O)(=O)c1ccc(C)cc1)N1CCN(c2ccccc2)CC1` (stereo not given) across the screens: Casp1 inh: 5%; Tau filament bind: -6%; HEK293 cAMP cs: 13%; ERK AVP inh: -25%; Fluorescein autfl: ?; Casp7 inh: -1%; FLuc inh: 3%; 4-MU autofl: i; Rhodamine autofl: i; TexasRed autofl: i; A350 autofl: i
`COc1ccc(C(=O)c2c[nH]c3ccccc23)cc1` across the screens: Casp1 inh: 0%; Tau filament bind: -8%[11.4 µM]; HEK293 cAMP cs: -1%[11.4 µM]; ERK AVP inh: -25%; Fluorescein autfl: .; Casp7 inh: 2%; FLuc inh: 10µM*; 4-MU autofl: .; Rhodamine autofl: .; TexasRed autofl: .; A350 autofl: .

(next part)
SMILES	Casp1 inh	Tau filament bind	HEK293 cAMP cs	ERK AVP inh	Fluorescein autfl	Casp7 inh	FLuc inh	4-MU autofl	Rhodamine autofl	TexasRed autofl	A350 autofl
c1ccc(CSc2nnc(-c3ccco3)c(-c3ccco3)n2)cc1	?	7.9µM*	17%	?	i	?	-4%	i	i	i	i
Cn1cccc1C(=O)N1CCC2(CCCN(c3ccccn3)C2)CC1	-3%	12%	?	?	i	-1%	0%[11.4 µM]	i	i	i	i
CCS(=O)(=O)NCC(c1cccnc1)N1CCN(c2ccccc2OC)CC1 (stereo not given)	-3%	-8%	2%	.	.	-2%	2%	.	.	.	.
O=C(CCC1CCCCC1)Nc1c[nH]c(=O)[nH]c1=O	1%	-7%	1%	4%	?	-2%	1%	i	i	i	?
Cc1nc2oc3c(NCC4CCCO4)ncnc3c2c2c1COC(C)(C)C2 (stereo not given)	0%	24%	-2%	?	?	-1%	1%	i	i	?	i
O=C(CCn1c(=O)oc2ccccc21)N1CCN(c2ccccc2F)CC1	-2%	9%	5%	13%	i	-1%	1%	i	i	i	i
CCCCNc1cc(C(=O)O)cc(S(N)(=O)=O)c1Oc1ccccc1	5%	9%[25.6 µM]	?	12%	?	1%	2%[25.5 µM]	4.9e-08M*	i	?	5.4e-08M*
COc1ccc2[nH]cc(CCNc3ncncc3-c3ccoc3)c2c1	-6%	-29%	?	?	i	-8%	0%[2.29 µM]	i	i	i	i
Cc1cc(-c2ccco2)n(CC(=O)NCCN(C)C)n1	0%	-21%	-1%	-8%	.	0%	2%	.	.	.	.
COc1ccc(OC)c(NC(=O)CCN2CCCC(C)C2)c1 (stereo not given)	0%	-27%	-7%	-19%	i	-2%	-4%	i	i	i	i
O=C(CSc1nnnn1-c1ccccc1)Nc1nsc(-c2ccc(Cl)cc2)n1	0%	i	?	-16%	i	-6%	2%	i	i	i	i
CCOC(=O)C1CCN(C(=O)c2cc(S(=O)(=O)N3CCOCC3)c(Cl)cc2Cl)CC1	0%	3%	?	9%	?	8%	0%	i	i	i	?
CCCCS(=O)(=O)N1CN(S(=O)(=O)CCCC)C2NC(=O)NC21 (stereo not given)	0%	6%	5%	27%	i	5%	1%	i	i	i	i
COc1cccc(OC)c1OCC(O)CN1CCN(c2ccccc2)CC1 (stereo not given)	0%	-4%	-9%	-13%	i	-2%	1%	i	i	i	i
COc1ccccc1-c1nc(C(N)=O)c2[nH]c(=O)n(-c3cccc(C)c3)c2n1	1%	-3%	26%	?	i	0%	-1%	9.2e-08M*	i	i	9.3e-08M*
O=C1C2=CC[C@H]3C(=O)N(C4CCCCC4)C(=O)[C@@H]3[C@@H]2[C@H](O)[C@@H]2O[C@H]12	-7%[11.5 µM]	.	4%[11.4 µM]	-6%[11.5 µM]	.	-14%[11.5 µM]	0%[11.4 µM]	.	.	.	.
COc1cc(CSc2ncn[nH]2)c(OC)cc1CSc1ncn[nH]1	2%	7%	21%	9%	?	1%	0%	i	i	i	i
N#Cc1nc(COc2cccc(Cl)c2)oc1NCc1ccncc1	-3%	2%	6%	?	i	0%	-1%	i	i	i	i
Cc1occc1-c1nnc(SCC(=O)c2ccc(Cl)cc2)n1C	-2%	-1%	26%	-11%	i	-2%	-5%	i	i	i	?
Cc1ccc(SCc2cc(=O)[nH]c(N3CCN(Cc4ccc5c(c4)OCO5)CC3)n2)cc1	0%	-3%	?	0%	i	1%	-1%	i	i	i	i
CCOc1ccc(NS(=O)(=O)c2ccc(SC)cc2)cc1	-1%	-5%	11%	10%	i	0%	4%	i	i	i	i
CCn1c(SCC(=O)c2ccccc2)nnc1-c1cc2cc(Br)ccc2o1	0%	115%	?	?	i	-2%	1%	?	i	?	?
CC(=O)NC(Cc1c[nH]c2ccccc12)C(=O)OCC(=O)Nc1ccc2c(c1)OCO2 (stereo not given)	-8%	-8%	-12%	-17%	?	-2%	1%	i	i	i	i
COc1ccc(C(=O)Nc2ccccc2)cc1[N+](=O)[O-]	-3%	0%	?	-19%	.	1%	.	.	.	.	.
Cc1ccc2nc(NC(=O)CN3CCOCC3)sc2c1	1%	4%	-3%	-22%	?	1%	-3%	i	i	i	i
Cc1cc(C)c(NC(=O)c2cc3c(nc4sccn43)s2)c(C)c1	-5%	-19%	-4%	5%	i	-7%	-1%	?	i	i	?
Cc1c(NC(=O)N2CCCCCC2)c(=O)n(-c2ccccc2)n1C	1%	0%	0%	9%	i	8%	1%	i	i	i	?
CC(=O)NCCNc1nc(-c2cccc(NS(C)(=O)=O)c2)nc2ccccc12	-2%	-1%	-5%	-30%	i	-1%	2%[2.29 µM]	i	i	i	i
CCCC(=O)OCCNC(=O)c1cc2ccccc2oc1=O	-1%	-13%[11.4 µM]	10%[11.4 µM]	-16%	.	1%	-1%	.	.	.	.
COc1ccccc1CNc1cc(-c2ccoc2)ncn1	-6%	3%	12%	-14%	i	-12%	0%[2.29 µM]	i	i	i	i
Cn1c(C(=O)N2CCCC(C(=O)NCCc3ccccc3)C2)cc2sccc21 (stereo not given)	-3%	-13%	7%	?	?	-3%	1%	i	i	i	i
COc1ccc(Nc2nc(C)cc(C)c2C#N)cc1	-7%	-1%	7%	-31%	i	-5%	3%	3.2e-07M*	i	i	2.7e-07M*
CN1CCc2nc(SCC(=O)Nc3ccc(Cl)cc3)c(C#N)cc2C1	.	.	.	.	?	.	-4%[25.5 µM]	2.2e-08M*	i	i	2.6e-08M*

From PubChem
